# Source: PubChem BioAssay
# KCNH2 WT inh – blocks the wildtype human KCNH2 potassium channel; Q12809; U2OS, BacMam KCNH2, thallium flux FluxOr; active compounds read low; activity change, % at 1.84 µM; 0.37% of 340,000 active; AID 720551;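 active = maximum activity change below -70%; inconclusive = maximum activity change between -70% and -50%; inactive = maximum activity change above -50%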; note: % is set by controls: 0 for no effect and ±100 for the full control effect
#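 U2OS cells were transduced with wild-type KCNH2 virus (2.03 x 10^8 / mL) for 4 h at room temperature, then cultured overnight at 37 C. Thallium flux was read with FluxOr dye. Rate constants were normalized to DMSO controls.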
# BCR signal inh – inhibitors of chronic active B-cell receptor signaling; ABC-DLBCL IkBa-CBG/CBR reporter, luminescence ratio, 4 h; 0.05% of 340,000 active; AID 493014; Potency, µM (titrated, usually from 46.1 µM), without a hit: at the highest dose ratio change, negative = lower green/red ratio, usual class: inhibitors; active = well fitted inhibition curve with a large enough effect in the signal ratio, with a control signal flat, not every such curve was filed as active; inconclusive = small, poorly fitted or top-dose-only effect, or effect the other way, or a change in a side signal; the % refers to the signal ratio;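 note: potency is the fitted concentration of half-maximal effect; plate controls were basal doxycycline-induced cells for no effect and cells given 10 µM MG132 for full effect; MG132 reads +100%, hits lower the ratio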
#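 Cell line TMD8 (human ABC DLBCL), stably expressing tet-inducible CBG68-IkBa fusion and CBR; IMDM/0.5% FBS; cpd up to 46 uM; dox induction, 4 h, 37C/5% CO2; dual luminescence; green/red ratio; MG132 control.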
# MBNL1-CUG inh – inhibitors of human MBNL1 binding to CUG repeat RNA; TR-FRET MBNL1-His/biotin-(CUG)12 binding, 665/545 ratio; Potency, µM (doses to about 57.5 µM), for inactives: at the top dose activity change, negative = inhibition, usual class: inhibitors; 0.036% of 280,000 active; AID 2675; active = well fitted inhibition curve with a large enough effect in the signal ratio, with a control signal flat, not every such curve was filed as active; inconclusive = small, poorly fitted or top-dose-only effect, or effect the other way, or a change in a side signal; inactive = no such curve, though single readings can be large or run the other way; the % refers to the signal ratio; note: potency is the fitted concentration of half-maximal effect; % is set by controls: 0 for no effect and ±100 for the full control effect
#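 MBNL1-His + Biotin-(CUG)12, cpd titration 92 nM–58 uM; Tb anti-His Ab 0.055 ng/ul, SA-XL665 5 nM (final); 60 min RT; ratiometric 665/545 nm, Ex 340 nm; normalized to buffer and full-complex controls.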
# Menin MLL FP TR – menin-MLL binding inhibition, Texas Red mutant peptide; Menin + Texas Red MLL mutant peptide, fluorescence polarization; Potency, µM (doses to about 61.6 µM), for the others: at the highest dose FP activity change, negative = inhibition, actives largely listed as inhibitors; 0.23% of 270,000 active; active = well fitted inhibition curve with a large enough effect in the polarisation, with a control signal flat, not every such curve was filed as active; inconclusive = small, poorly fitted or top-dose-only effect, or effect the other way, or a change in a side signal; inactive = no such curve, though single readings can be large or run the other way; the % refers to the polarisation; note: potency is the fitted concentration of half-maximal effect; % of control where 0% means no effect; many of its hits are not listed in these tables
# USP2a block – inhibitors of human ubiquitin-specific protease USP2a; O75604; USP2 core, Ub-CHOP2 coupled fluorogenic reporter, 485/531; Potency, µM (series often up to 38.3 µM), without a hit: at the highest dose activity change, negative = inhibition, hits mostly inhibitors; 0.01% of 330,000 active; AID 463254;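 note: potency is the fitted concentration of half-maximal effect; plate controls were DMSO wells for no effect and full inhibition by NEM control for full effect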
#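 Cell-free coupled assay: 10nM USP2 core preincubated 30min RT with compound in Tris-HCl pH 8.0/CaCl2/CHAPS buffer, then 25nM Ub-CHOP2 and 25nM reporter substrate; fluorescence (Ex 485/Em 531) read after 60min RT, normalized to NEM inhibition, concentration-response curves fitted.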
# PKM2 act – PKM2 (human) enzyme activation | P14618 | Potency, µM (doses to about 57.5 µM), without a hit: at the highest dose activation, hits mostly activators | purified PKM2, Kinase-Glo ATP luminescence, activation; response scale: 0% is enzyme alone, no compound | 0.34% of 260,000 active; note: potency is the fitted concentration of half-maximal effect; % is set by controls: 0 for no effect and ±100 for the full control effect; nearly all actives have a fitted effect of over 55% in size
# Target sequence (P14618 whole entry, looked up): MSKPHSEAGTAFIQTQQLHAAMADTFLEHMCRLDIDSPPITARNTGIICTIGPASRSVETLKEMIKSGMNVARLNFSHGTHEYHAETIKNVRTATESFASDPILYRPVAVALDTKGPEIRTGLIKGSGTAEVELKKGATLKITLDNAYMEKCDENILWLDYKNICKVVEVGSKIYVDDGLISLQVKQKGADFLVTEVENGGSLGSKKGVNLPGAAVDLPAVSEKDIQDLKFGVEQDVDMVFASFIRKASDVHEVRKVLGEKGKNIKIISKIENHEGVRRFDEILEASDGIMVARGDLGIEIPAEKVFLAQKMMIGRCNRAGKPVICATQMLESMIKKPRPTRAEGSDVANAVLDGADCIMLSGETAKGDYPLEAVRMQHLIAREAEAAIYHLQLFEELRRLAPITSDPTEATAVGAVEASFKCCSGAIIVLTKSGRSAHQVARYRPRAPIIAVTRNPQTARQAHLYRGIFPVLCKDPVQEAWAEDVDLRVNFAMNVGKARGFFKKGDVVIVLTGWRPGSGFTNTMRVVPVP
#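 ATP formation by purified human PK-M2, quantified via coupled luciferase luminescence after 1 h at room temperature with 0.1 mM ADP and 0.5 mM PEP final.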
# GALK inhibitor – inhibitors of human galactokinase. Purified GALK, Kinase-Glo residual ATP luminescence. Potency, µM (top dose mostly 57.5 µM), inactives show top-dose activity change, negative = inhibition, actives largely listed as inhibitors. 0.007% of 270,000 active; note: potency is the fitted concentration of half-maximal effect; % is set by controls: 0 for no effect and ±100 for the full control effect
#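 5 nM enzyme, 35 uM ATP, 100 uM galactose, 20 mM HEPES pH8.0, 5 mM MgCl2; 1 h RT; residual ATP by Kinase-Glo Plus luminescence, qHTS format.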
# Eya2 inh – Eya2 (human) phosphatase inhibition | recombinant Eya2, OMFP fluorescence dephosphorylation (OMFP is methylfluorescein phosphate) | AID 488837 | O00167 | Potency, µM (highest dose often 76.9 µM), for inactives: top-dose activity, negative = inhibition, actives largely listed as inhibitors | 0.006% of 330,000 active; note: potency is the fitted concentration of half-maximal effect; % is set by controls: 0 for no effect and ±100 for the full control effect
#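 Eya2 (0.2 uM) preincubated 10 min at ambient with compound, then OMFP substrate added at 50 uM; 10 min reaction in 50 mM HEPES pH 7.5, 50 mM NaCl, 5 uM MgCl2, 0.05% BSA, 1 mM DTT. Fluorescence read at Ex 485/Em 525 nm.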
# TSHR antag – blocks TSH signaling through the human TSH receptor | P16473 | TSHR-expressing cells, TSH-stimulated cAMP HTRF, 2 h; active compounds read low | activity change, negative = inhibition, % at 11.5 µM | 0.2% of 330,000 active | AID 504810;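 active = activity change below a set negative limit, meaning inhibition stronger than a set level, cut at about -70% in these data; inconclusive = activity change between two set negative limits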; note: % is set by controls: 0 for no effect and ±100 for the full control effect
#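 Competitive HTRF cAMP read-out (cryptate anti-cAMP antibody, cAMP-d2; 30 min, room temperature) in freshly harvested TSHR cells. Compounds added before TSH at EC80 (4nM final), followed by 2 hours' incubation at 37 deg C.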
# Mito fusion act – inhibitors of mitochondrial division or activators of mitochondrial fusion | 0.23% of 320,000 active | S. cerevisiae fusion-defective mutant growth rescue, CellTiterGlo 48 h | Potency, µM (doses to about 46.1 µM), inactives show top-dose growth rescue (activation), actives largely listed as activators | AID 485298;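 note: potency is the fitted concentration of half-maximal effect; % of control where 0% means no effect; nearly all actives have a fitted effect of over 45% in size; temperature-sensitive fusion mutants such as fzo1-1 at 37 °C on non-fermentable ethanol glycerol medium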
#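 Yeast fusion mutant, YPEG (non-fermentable carbon), compound, 48 h at 37C non-permissive; CellTiterGlo added, 10 min RT, luminescence read. Rescued growth = division inhibition.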
# S-ASM inh – human S-ASM enzyme inhibition. Potency, µM (top dose mostly 57.5 µM), inactives show at the top dose activity change, negative = inhibition, usual class: inhibitors. 0.006% of 340,000 active. placental ASM, HMU-PC fluorogenic substrate, 60 min. P17405; note: potency is the fitted concentration of half-maximal effect
# Target sequence (P17405 47-631 limits assumed): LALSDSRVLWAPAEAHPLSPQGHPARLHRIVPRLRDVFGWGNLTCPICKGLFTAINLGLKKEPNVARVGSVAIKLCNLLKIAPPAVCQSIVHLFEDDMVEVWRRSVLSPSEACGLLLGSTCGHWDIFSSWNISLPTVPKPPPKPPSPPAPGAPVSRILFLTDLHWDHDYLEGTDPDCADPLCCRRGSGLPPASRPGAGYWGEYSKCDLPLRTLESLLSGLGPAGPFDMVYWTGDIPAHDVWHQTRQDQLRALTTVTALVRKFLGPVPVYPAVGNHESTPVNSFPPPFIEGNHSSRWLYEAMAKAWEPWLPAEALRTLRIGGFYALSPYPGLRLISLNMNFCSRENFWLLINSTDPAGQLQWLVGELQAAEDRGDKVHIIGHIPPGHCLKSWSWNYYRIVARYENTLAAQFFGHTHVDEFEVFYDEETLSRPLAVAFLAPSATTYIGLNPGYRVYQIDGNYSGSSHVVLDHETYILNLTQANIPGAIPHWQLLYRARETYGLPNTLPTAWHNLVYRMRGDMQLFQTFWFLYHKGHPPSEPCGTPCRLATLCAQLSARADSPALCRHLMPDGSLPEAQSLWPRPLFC
#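 Human placenta-derived ASM preincubated with compound 10 min at room temperature, then reacted with 9 uM (final) fluorogenic HMU-PC substrate for 60 min at 37 C. Stop solution raises pH to 10; fluorescence read at Ex 386/Em 447 nm.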
# * = called active by the depositor; u = inconclusive; x = no result given; [ ] = dose if it differs, or a comment. Unless noted, calls come from the whole dose curve; as a rule, active = well fitted curve in the direction sought with a large enough effect; inconclusive = small, poorly fitted or top-dose-only effect, or another doubt; inactive = no such curve, though single readings can be large; an effect the other way counts as inactive or inconclusive.
SMILES,KCNH2 WT inh,BCR signal inh,MBNL1-CUG inh,Menin MLL FP TR,USP2a block,PKM2 act,GALK inhibitor,Eya2 inh,TSHR antag,Mito fusion act,S-ASM inh
Cc1cccc(/C=C2\Sc3ccc(C(=O)N4CCC(C)CC4)cc3N(C)C2=O)c1,5.1,u,13.3%,-16.1%,0.6%,x,-1.5%,-0.9%,-16.9,1.7%,-3.1%
COC(=O)c1scc(C)c1NC(=O)Nc1ccccc1,10.2,3.8%,-3.6%,10.3%,1.6%,-1.2%,0.3%,5.4%,-6.5,-0.3%,1.0%
O=C(O)C1CC=CCC1C(=O)N1CCN(c2nc(-c3ccccc3)c3ccccc3n2)CC1 (configuration not stated),4.1,-5.6%,25.0%,3.4%,1.4%,0.1%,2.4%,-12.5%,-13.8,-14.8%,233.2%[activator]
O=[N+]([O-])c1ccc(N2CCN(Cc3ccc4c(c3)OCO4)CC2)nc1,21.1,-0.5%,u,14.8%,1.5%,0.5%,3.7%,-8.1%,1.2,-2.3%,-4.4%
COc1ccccc1NC(=O)C(=O)NNC(=O)COc1ccc2ccccc2c1,x,u,3.8%,u,1.0%,-2.8%,-5.3%,-5.3%,-4.2,-17.0%,x
CCc1cccc(C)c1N(C(=O)Cn1c(CO)nc2ccccc21)C(C)COC (configuration not stated),0.5,1.2%,-0.5%,-5.2%,1.6%,-4.5%,-0.3%,-3.1%,7.9,-2.8%,-0.1%
COC(=O)c1c(NC(=O)CCS(=O)(=O)c2ccccc2)sc2c1CCN(C)C2,3.8,-0.5%,15.5%,-13.3%,5.9%,5.4%,-0.2%,-2.3%,-5.2,-1.5%,89.5%[activator]
COc1ccc(OC)c(NC(=O)N2CCCC(C(=O)c3ccccc3OC)C2)c1 (configuration not stated),-2.8,u,-5.5%,15.3%,0.5%,-4.4%,-0.6%,-11.5%,-10.3,3.1%,5.8%
O=S1(=O)N=C2CCCCCN2C(c2ccccc2)N1 (configuration not stated),5.3,2.4%,-4.8%,1.8%,-2.0%,8.0%,1.4%,3.5%,16.9,5.7%,8.9%
CC1Nc2ncnc(N3CCOCC3)c2N(Cc2ccc(Cl)cc2)C1=O (configuration not stated),-14.4,-24.0%,x,x,0.1%,x,x,8.5%,-7.5,-4.8%,-2.4%
O=C(NCc1ccco1)c1cc(-c2ccc3c(c2)OCO3)on1,-21.5,-7.9%,-6.2%,u,-1.0%,-10.8%,2.9%,13.2%,2.3,-2.3%,-0.5%
CC(=O)N1CCN(S(=O)(=O)c2cccc(C(=O)NNC(=O)COc3ccc(Cl)cc3C)c2)CC1,-1.3,-1.1%,x,x,-1.8%,x,x,-25.0%,0.7,3.6%,-6.9%
COc1cc([N+](=O)[O-])ccc1-c1ccc(/C=N/NC(N)=O)o1,2.5,u,u,x,-0.1%,3.1%,0.2%,-24.1%,17.6,-3.0%,-1.9%
Cc1ccc(C(=O)CC2(O)C(=O)N(C)c3ccccc32)o1 (configuration not stated),-14.6,21.1%,-4.5%,-9.4%,0.8%,5.6%,2.9%,-3.6%,3.2,-1.5%,4.2%
O=C(CCNC(=O)c1ccccc1)Oc1ccc([N+](=O)[O-])cc1,-5.3,-5.5%,u,14.5%,4.1%,-10.5%,0.0%,15.3%,6.0,-6.0%,-0.1%
O=C(C1CCC1)N1CCc2cc(S(=O)(=O)NCC3COc4ccccc4O3)ccc21 (configuration not stated),-6.5,-0.4%,4.6%,-11.3%,1.3%,-5.8%,-1.0%,1.5%,-4.2,9.3%,-14.9%
NS(=O)(=O)c1ccc(NC=C2C(=O)OC3(CCCCC3)OC2=O)cc1,6.2,u,1.0%,-0.1%,-1.3%,u,-1.7%,-6.8%,19.5,5.4%,3.9%
Clc1ccc(CNC2CCCC2)cc1,11.8,0.0%,-1.0%,2.7%,4.0%,1.3%,-0.5%,-3.2%,-5.6,2.0%,1.2%
CCSc1nn2c(=O)c3ccccc3nc2s1,6.3,22.5%,1.8%,5.1%,4.1%,-5.2%,4.9%,-0.2%,0.5,1.7%,-1.3%
C/C(Cc1ccccc1)=N\NC(=O)CNC(=O)c1ccc(Cl)cc1,-2.4,5.1%,-7.7%,x,-2.6%,-4.4%,2.0%,-11.8%,4.8,-0.4%,2.8%
COc1ccc(-c2ccc(=O)n(Cc3cccc(Cl)c3)n2)cc1,-16.1,-12.9%,34.3%[activator],26.3%,-6.0%,x,-1.0%,-25.7%,2.2,u,-2.4%
CCOC(=O)c1sc(N(Cc2ccccc2)C(=O)COC(=O)c2ccc(O)cc2)nc1C,1.1,u,-8.5%,-17.5%,-14.4%,-2.6%,-2.1%,-4.2%,-1.0,2.0%,-12.1%
COC(=O)Cn1c(=O)oc2ccc(C)cc21,-3.3,-8.3%,0.0%,7.6%,1.5%,-5.2%,-7.3%,-3.8%,-4.2,0.4%,2.5%
CCOC(=O)[C@H]1[C@H]2COc3cc(OC)ccc3[C@@H]2N2C(=O)CN(Cc3ccc(C)cc3)C(=O)[C@@]12C,3.8,u,x,x,-2.3%,x,x,-2.3%,-13.4,7.9%,3.8%
Fc1ccc(Nc2nc(Oc3ccccc3F)nc(N3CCCC3)n2)cc1,5.8,5.9%,-5.4%,8.5%,4.2%,-22.8%,-3.3%,7.6%,-3.9,2.1%,-1.3%
CCC(=O)N1CCc2cc(S(=O)(=O)N3CCN(c4ccccc4Cl)CC3)ccc21,-10.1,0.7%,-7.9%,x,5.0%,x,6.8%,-8.4%,7.5,0.0%,2.0%
CCc1nc2c(sc3nc4c(cc32)COC(C)(C)C4)c(=O)n1Cc1ccccc1,-19.4,8.5%,2.2%,-5.1%,1.3%,-12.6%,3.2%,u,16.8,1.6%,-9.7%
O=C(COC(=O)/C=C/c1ccccc1)NCCNC(=O)COC(=O)/C=C/c1ccccc1,3.3,-1.3%,x,x,2.0%,x,x,-6.9%,-2.3,-1.7%,5.9%
CCCCC(CC)C(=O)Nc1cc(C(=O)NCCC)ccc1N1CCC2(CC1)CC(c1cccc(Br)c1)=NO2 (configuration not stated),-84.2*,-2.6%,x,x,1.3%,x,x,-9.4%,-3.8,-1.6%,5.3%
COc1ccc(S(=O)(=O)N2Cc3ccccc3CC2C(=O)N2CCOCC2)cc1OC (configuration not stated),-5.4,0.0%,-4.8%,13.4%,1.1%,-12.9%,-1.9%,-18.0%,5.5,-3.9%,-1.5%
CC(=O)N1C(=O)N(C(C)=O)C2C1N(C(C)=O)C(=O)N2C(C)=O (configuration not stated),1.2,-6.9%,1.6%,7.2%,5.5%,6.9%,1.4%,5.7%,1.2,-3.1%,1.5%
COc1cccc(NC(=S)N(C)C2CCN(C)CC2)c1,-3.1,3.8%,-10.4%,-7.3%,3.3%,x,1.5%,14.9%,0.6,-3.4%,-0.3%
Cc1cccc(OCc2nnc3n2CCCCC3)c1,-3.6,8.7%,-2.5%,4.7%,0.3%,-19.9%,1.2%,4.1%[15.4 µM],-3.6,3.3%,-1.0%
O=C(Nc1c(F)cc(F)cc1Br)c1cc(-c2ccco2)on1,2.5,u,-4.4%,12.0%,0.1%,-0.9%,3.3%,-14.6%,1.7,1.2%,1.1%
COc1cccc(-c2c(C(=O)N/N=C/c3cccnc3)nnn2-c2nonc2N)c1,-4.8,3.4%,u,-9.2%,2.2%,0.5%,-1.8%,7.7%,-2.6,-7.6%,-0.9%
CCOc1cc(/C=N\NC(=O)CN2CCOCC2)ccc1OCc1ccc(F)cc1,-0.4,8.8%,x,-0.1%,-0.5%,-0.6%,-1.5%,-11.0%,-2.2,6.8%,-1.7%
Nc1nc(-c2ccccc2)c(-c2ccc([N+](=O)[O-])cc2)s1,-4.4,-3.7%,u,u,1.8%,20µM*,-1.2%,19.1%,-2.3,3.0%,-12.4%

# Some of the compounds tested; count on the stated rates, not on these rows.
